KOR beta-arrestin-1 = KOR agonists, beta-arrestin recruitment, primary screen, cell-based, luminescence, uHTS (AID 1777) | KOR beta-arrestin recruitment, luminescence; higher % means a stronger effect | one-dose activation, % at 10 µM; EC50 in µM for titrated hits | 280,000 compounds, 0.02% hits; in the data active = activation above about 50%, passing the limit was not always enough; note: a part of the inactive calls stands beside numbers as strong as those of hits
KOR beta-arrestin-2 = kappa opioid receptor blockers – cell-based, luminescence, uHTS (AID 1778); KOR beta-arrestin recruitment, luminescence, antagonist mode; higher % means a stronger effect; one-dose inhibition, % at 10 µM; IC50 in µM for titrated hits; 290,000 compounds, 0.091% hits; in the data active = inhibition above about 50%; note: strong numbers were not always called active
HIV fusion peptide = cell-free HIV fusion peptide-binding blockers – biochemical, uHTS, fluorescence dequenching, primary screen (AID 1986); cell-free peptide binding, fluorescence dequenching, 30 min; higher % means a stronger effect; inhibition, % at 20 µM; hits with a dose series show IC50 in µM; 290,000 compounds, 0.3% hits; in the data active = inhibition mostly above about 52%, no sharp cut-off; inactive = mostly below about 76%; note: some results filed as inactive read as strong as hits
GPR35 arrestin U2OS = GPR35 antagonists blocking zaprinast-driven arrestin recruitment, primary screen, imaging, U2OS, beta-arrestin-GFP, zaprinast agonist (AID 2058) | U2OS GPR35 beta-arrestin-GFP translocation imaging, zaprinast antagonism; higher % means a stronger effect | inhibition, % at 10 µM; hits with a dose series show IC50 in µM | 290,000 compounds, 0.052% hits;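 active = inhibition of at least 50% with at least 30 cells and total cytoplasm GFP at most 10,000,000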
Dengue-2 NS5 capping = flavivirus cap methylation enzyme inhibition – biochemical, confirmation dose response, primary screen (AID 588689); 340,000 compounds, 0.3% hits; one-dose inhibition, % at 25 µM; IC50 in µM for titrated hits; Dengue-2 NS5 methyltransferase capping enzyme assay, biochemical; higher % means a stronger effect; in the data active = a potency from the dose series
GPR55 LPI antagonism = inhibition of LPI-stimulated GPR55 beta-arrestin translocation – imaging, U2OS, beta-arrestin-GFP, LPI agonist, primary screen (AID 2013); U2OS GPR55 beta-arrestin-GFP translocation imaging, LPI antagonism; higher % means a stronger effect; one-dose inhibition, % at 10 µM; IC50 in µM for titrated hits; 290,000 compounds, 0.13% hits;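 active = spots per cell inhibited over 60%, with over 100 cells counted and total cytoplasm intensity under 500,000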;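 note: U2OS cells stably carrying GPR55 and arrestin-GFP stimulated by 5 µM LPI near EC80; imaged beta-arrestin-GFP aggregate spots per cell after agonist stimulation; plate controls were LPI-stimulated DMSO wells for no effect and DMSO wells without LPI for full effect; some results filed as inactive read as strong as hits; confirmed hits need IC50 under 10 µM and bright autofluorescent wells are also inconclusive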
West Nile virus CPE = West Nile virus antiviral activity, cell-based, CPE readout (AID 1621); West Nile virus-infected cells, CPE inhibition; higher % means a stronger effect; CPE inhibition, % at 10 µM, or IC50 in µM where a hit was titrated; 290,000 compounds, 0.02% hits; in the data active = a potency from the dose series; note: strong numbers were not always called active
GPR55 activation = selective activators of receptor GPR55 – imaging, U2OS cells, beta-arrestin-GFP redistribution, primary screen (AID 1961). U2OS GPR55 beta-arrestin-GFP redistribution imaging; higher % means a stronger effect. one-dose activation, % at 10 µM; EC50 in µM for titrated hits. 290,000 compounds, 0.048% hits;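 active = activation above 40% with more than 50 cells counted in the well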;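 note: U2OS osteosarcoma cells stably expressing GPR55 and beta-arrestin-GFP; plate controls were DMSO negative control for no effect and LPI positive control for full effect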
NOD1 NF-kB reporter = inhibition of NOD1-driven NF-kB reporter – cell-based, luminescence, uHTS, primary screen (AID 1578); inhibition, % at 4 µM, or EC50 in µM where a hit was titrated; NOD1-driven NF-kB luciferase reporter cells, luminescence; higher % means a stronger effect; 290,000 compounds, 1% hits; in the data active = inhibition mostly above about 36%, no sharp cut-off; inactive = mostly below about 34%;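 note: HEK-293T reporter cells stimulated with the NOD1 agonist gamma-tri-DAP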
Numbers without * were called inactive; nt = no result given; [ ] = remark or other dose. An excerpt (hit frequency here may not be typical).

SMILES	KOR beta-arrestin-1	KOR beta-arrestin-2	HIV fusion peptide	GPR35 arrestin U2OS	Dengue-2 NS5 capping	GPR55 LPI antagonism	West Nile virus CPE	GPR55 activation	NOD1 NF-kB reporter
O=C(O)CCCCCN1C(=O)/C(=C/c2ccncc2)SC1=S	2.6%	12%	9.2%	8%	4%	6%	-1.3%	-0.3%	31%
Cc1cc(NC(=O)CSc2nnnn2-c2ccc(F)cc2)no1	-5.9%	-13%	-2.0%	3%	2%	-2%	-0.2%	-0.2%	-31%
CCOC(=O)CSc1nc2cccnc2n1-c1ccc(F)cc1	-3.0%	-6%	0.9%	-10%	2%	-20%	0.0%	-0.2%	-19%
Cc1ccc(C)c(SCC(=O)OCC(=O)c2ccco2)c1	3.8%	-44%	-1.1%	17%	1%	4%	-0.3%	1.1%	-2%
N#Cc1c(Cl)nc(N/N=C/c2ccccc2)c(Cl)c1Cl	13%	-8%	-0.3%	-11%	-2%	7%	-0.7%	0.0%	51%
CC(=O)OC[C@H]1COc2ccc3ccccc3c2[C@H]1N(C)C(C)=O	-5.0%	6%	-0.6%	0%	-3%	-7%	-0.4%	0.1%	-25%
COc1ccc(OC)c(Cc2nnc(CCC(=O)NCc3nc4ccccc4s3)o2)c1	1.9%	-14%[20 µM]	0.1%	6%	-1%	-6%	-0.2%	0.2%	-26%
NS(=O)(=O)c1ccc(NC(=O)C(=O)NCCC(=O)O)cc1	7.5%	12%	1.0%	16%	-17%	-1%	-0.2%	0.3%	-3%
CCOC(=O)Cn1cc(/C=C/[N+](=O)[O-])c2ccccc21	-4.9%	-26%[20 µM]	-0.8%	1%	-19%	0%	-0.4%	0.5%	-24%
CCc1cccc(NC(=O)c2cccc3c2C(=O)N(CC2CCCO2)C3)c1 (centres undefined)	-1.1%	1%[20 µM]	2.6%	-4%	0%	-2%	-0.8%	-0.1%	15%
COc1ccc(CN2CCn3nc(C(=O)NC(C)C)cc3C2=O)cc1	1.7%	23%	0.0%	-15%	-4%	0%	0.4%	-0.1%	-30%
C=CCc1ccccc1OCC(O)CN1CCN(c2ccccc2F)CC1 (centres undefined)	-2.0%	21%	-1.9%	-5%	-5%	18%	-0.4%	0.3%	-6%
S=C(Nc1ccc(Br)cc1)Nc1ccc2c(c1)OCCO2	0.6%	26%	-3.2%	-4%	4%	6%	-0.6%	-0.1%	14%
COc1ccc(S(=O)(=O)NCc2ccccc2)cc1Br	-0.5%	-37%[20 µM]	1.8%	1%	-4%	-9%	-0.4%	-0.1%	-13%
Cn1c(=S)[nH]c2ccccc21	-2.9%	-46%	1.3%	14%	-8%	-4%	0.0%	-0.2%	-28%
NC(=O)C1CCCN(C(=S)NCc2ccc3c(c2)OCO3)C1 (centres undefined)	-2.3%	11%	-1.5%	-1%	-1%	15%	-0.4%	0.9%	-31%
Cc1nn(C)c(C)c1NC(=O)CN1CCC(O)(c2ccc3c(c2)OCO3)CC1	-2.6%	-1%	0.2%	6%	-10%	2%	-0.6%	0.2%	0%
CCOc1ccc(C(=O)NCC(C)NC(=O)c2ccc(OCC)cc2)cc1 (centres undefined)	2.9%	-24%[20 µM]	1.0%	0%	-4%	9%	-0.6%	-0.3%	-7%
Fc1ccc(-c2nnc3ccc(N4CCc5ccccc5C4)nn23)cc1	-3.9%	-8%	5.2%	-5%	-4%	-11%	2.7%	0.2%	26%
CCCNC(=O)COC(=O)/C=C/c1cccc(F)c1	1.6%	-10%	-0.4%	-6%	-3%	8%	-0.6%	0.8%	-21%
COc1ccc(NC(=O)COC(=O)CCCC2=NS(=O)(=O)c3ccccc3N2)cc1Cl	0.1%	-21%	1.3%	4%	-4%	4%	-0.5%	0.0%	-14%
CCN(CC)S(=O)(=O)c1ccc2c(c1)c(=O)c(C(=O)NCc1ccc3c(c1)OCO3)cn2C	1.5%	22%	0.3%	6%	nt	7%	-0.9%	-0.1%	-28%
COc1cccc(N/C=C/C(=O)c2ccc(Cl)cc2)c1	-2.3%	8%	0.6%	6%	-2%	-5%	-0.1%	0.2%	-19%
CCOC(=O)C1=C(C)N(CCO)C(=O)NC1c1ccccc1 (centres undefined)	-5.4%	-14%	-3.3%	19%	-6%	20%	0.2%	0.0%	-1%
CSc1sc(C(=O)OC(C)C)c2c1C(=O)CC(C)(C)C2	-0.7%	26%	0.9%	3%	-2%	3%	-0.5%	-0.1%	-2%
Cc1cc(C)n2c(SCC(=O)Nc3ccc(F)cc3F)nnc2n1	-3.8%	22%	0.6%	16%	-6%	0%	-0.1%	-0.3%	-33%
O=C(c1ccc(N2CCOCC2)nc1)N1CCOCC1	-6.7%	23%	-2.9%	25%	-4%	-2%	0.2%	0.3%	13%
COc1ccc(C(NC(=O)/C=C\c2ccco2)c2ccc(OC)c(OC)c2)cc1 (centres undefined)	-0.6%	-25%	-0.1%	-1%	-10%	-1%	2.8%	-0.2%	-51%
O=C(CCc1nnc(Cc2ccc3c(c2)OCO3)o1)NC(c1ccccn1)C(F)(F)F (centres undefined)	nt	-23%[20 µM]	-1.3%	11%	-4%	-7%	-0.5%	-0.1%	-34%
COc1ccc(NC(=O)CN2C(=O)C(C)SC(C)C2=O)cc1 (centres undefined)	7.5%	10%	1.9%	-13%	-4%	-2%	0.0%	-0.2%	-22%
Cc1nc2cc(-c3ccccc3)nn2c(C)c1CCC(=O)N1CCN(c2ccccc2)CC1	9.2%	0%	1.3%	5%	-6%	2%	0.4%	-0.2%	28%
CCOC(=O)C1=C(C)N=C2SC(C(=O)OC)=CC(=O)N2C1c1ccc(F)cc1 (centres undefined)	-0.9%	-38%	-3.3%	5%	11%	15%	-0.9%	0.6%	0%
O=C(CCl)Nc1c(C(=O)Nc2ccc3c(c2)OCCO3)oc2ccccc12	0.2%	-5%	2.1%	-6%	-6%	0%	-1.3%	-0.1%	nt
O=C(Nc1ccccc1C(=O)O)c1cc(S(=O)(=O)N2CCCCCC2)ccc1Cl	5.6%	-38%	11%	1%	-2%	13%	0.1%	0.2%	22%
Fc1ccc(Oc2nccc(-c3ccc(Cl)cc3)n2)cc1	0.4%	-45%	-0.7%	2%	-3%	-10%	-0.2%	-0.3%	5%
Cc1c(C(=O)Nc2ccccc2)oc2c1C(=O)CC(C)(C)C2	2.9%	-85%	-1.3%	-22%	-3%	-10%	0.5%	-0.1%	6%
COc1ccc(/C=N/NC(=O)C(=O)NCc2cccnc2)cc1	-9.0%	26%	3.1%	-1%	-11%	-1%	3.3%	-0.3%	10%
Cc1ccc(S(=O)(=O)N2CCOc3ccccc32)c(C)c1NS(C)(=O)=O	-25%	21%	-1.5%	4%	-2%	-7%	-1.8%	0.3%	1%
Cc1ccc(NC(=O)C2CCCN2C(=O)NCc2ccccc2)cc1 (centres undefined)	-0.5%	1%	0.9%	2%	-5%	11%	-0.1%	0.8%	-24%
COC(=O)c1ccc(C(=O)NC2CCSc3ccccc32)cc1 (centres undefined)	-3.0%	-15%	0.2%	1%	-4%	-4%	0.1%	0.0%	6%
Clc1ccc(OCCCc2nc(-c3cccnc3)no2)c(Cl)c1	3.4%	-34%	-1.8%	13%	-2%	-14%	1.9%	-0.1%	-15%
CC1=NNC(=O)C1CCC(=O)N/N=C\c1cccc(Cl)c1 (centres undefined)	0.1%	8%	0.1%	-9%	4%	7%	0.7%	-0.7%	-30%
Cc1cc(C(=O)CSc2nnc(N)s2)c(C)n1CCc1ccc(Cl)cc1	-0.5%	-34%	2.6%	-18%	6%	-6%	-0.5%	-0.3%	-24%
CCNS(=O)(=O)c1ccc(CCC(=O)NCc2cccnc2)cc1	-3.7%	-16%	1.5%	4%	nt	3%	0.3%	-0.1%	-21%
CS(=O)(=O)CCSc1ncccc1C(=O)NCc1cccs1	-5.8%	7%	-1.1%	0%	nt	-3%	-0.2%	0.2%	-9%
Cc1cccc(N2CCN(C3=NC(=O)C(Cc4ccccc4)S3)CC2)c1 (centres undefined)	7.3%	-5%	0.2%	-15%	1%	3%	-1.0%	0.1%	-22%
CCCC(=O)N(c1ccc(C(=O)O)cc1)c1nc(-c2ccccc2)c(C)s1	nt	5%	5.1%	2%	-14%	-12%	-0.1%	-0.2%	-2%
Cc1cc(Br)ccc1NC(=O)CCN1C(=O)c2ccncc2C1=O	-2.1%	-33%	2.0%	-2%	4%	3%	0.8%	-0.1%	7%
CC1(NC(=S)Nc2ccccc2)CCS(=O)(=O)C1 (centres undefined)	0.6%	-35%	-2.7%	10%	nt	0%	0.0%	-0.2%	6%
CSc1nc(C)c(CCOC(=O)c2ccccc2)c(=O)[nH]1	5.6%	-8%	0.7%	5%	7%	16%	-0.7%	0.6%	-5%
N#Cc1c(-c2ccccc2)nc(SCc2cccc(Cl)c2)[nH]c1=O	1.4%	-66%	25µM*	-10%	20%	-1%	-0.2%	-0.3%	19%
Clc1ccc(Cn2c(-c3cccnc3Cl)nc3ccccc32)cc1	-2.2%	27%	2.9%	-5%	-7%	0%	-0.7%	-0.1%	4%
COC(=O)CSc1nnc(-c2ccncc2)o1	-2.6%	11%	-0.3%	8%	3%	-8%	0.3%	0.2%	-15%
CCOC(=O)c1cc(NC(=O)N(CC)C2CCCCC2)c(C)nc1C	-1.8%	-35%	-3.5%	-30%	-16%	3%	-0.3%	0.1%	7%
CC1CCC2(CC1)NC(=O)N(Cc1cccc(C(F)(F)F)c1)C2=O (centres undefined)	-1.7%	-15%	0.8%	-1%	-10%	-2%	-1.8%	-0.2%	-16%
Cc1ccc(C)c(OCCn2cc(/C=C(\C#N)C(=O)NCC3CCCO3)c3ccccc32)c1 (centres undefined)	6.1%	-15%	1.4%	-8%	-15%	14%	0.2%	0.8%	25%
CC(=O)Nc1ccc(Nc2ccccc2)cc1	6.4%	8%	-0.7%	-2%	-5%	6%	0.5%	0.9%	-12%
Cn1c2ccccc2n2c(=O)cc(-c3ccccc3)c(C#N)c12	-1.1%	1%	0.7%	-13%	-9%	6%	-0.5%	0.0%	-1%
O=C(c1cccc2ccccc12)N1CCCCC1	-1.5%	-13%	-0.3%	17%	3%	4%	0.3%	-0.1%	-18%
NC(=S)N/N=C1\CC(n2nnn(-c3cccc(Cl)c3)c2=S)C2COC1O2 (centres undefined)	-4.2%	-8%	-0.4%	-6%	-5%	13%	-0.5%	1.2%	-25%
COCCNC(=O)c1cccc(OC2CCN(Cc3ccccc3C)CC2)c1	-6.8%	-48%[20 µM]	-0.6%	1%	nt	9%	-0.8%	0.1%	19%

Assay outcomes deposited in PubChem by several laboratories.
